Compound activity deposited in PubChem BioAssay by National Center for Advancing Translational Sciences (NCATS).
ALOX12 inh – Primary qHTS assay for inhibitors of human arachidonate 12S-lipoxygenase (ALOX12): Round 2; Potency, µM (titrated, usually from 108 µM), for inactives: top-dose activity change, negative = inhibition, most hits filed as inhibitors; AID 1671190, 2021; 580,000 tested, 1.1% active; purified 12hLO, xylenol orange hydroperoxide absorbance; note: % is set by controls: 0 for no effect and ±100 for the full control effect
Target sequence (P18054 whole entry, looked up): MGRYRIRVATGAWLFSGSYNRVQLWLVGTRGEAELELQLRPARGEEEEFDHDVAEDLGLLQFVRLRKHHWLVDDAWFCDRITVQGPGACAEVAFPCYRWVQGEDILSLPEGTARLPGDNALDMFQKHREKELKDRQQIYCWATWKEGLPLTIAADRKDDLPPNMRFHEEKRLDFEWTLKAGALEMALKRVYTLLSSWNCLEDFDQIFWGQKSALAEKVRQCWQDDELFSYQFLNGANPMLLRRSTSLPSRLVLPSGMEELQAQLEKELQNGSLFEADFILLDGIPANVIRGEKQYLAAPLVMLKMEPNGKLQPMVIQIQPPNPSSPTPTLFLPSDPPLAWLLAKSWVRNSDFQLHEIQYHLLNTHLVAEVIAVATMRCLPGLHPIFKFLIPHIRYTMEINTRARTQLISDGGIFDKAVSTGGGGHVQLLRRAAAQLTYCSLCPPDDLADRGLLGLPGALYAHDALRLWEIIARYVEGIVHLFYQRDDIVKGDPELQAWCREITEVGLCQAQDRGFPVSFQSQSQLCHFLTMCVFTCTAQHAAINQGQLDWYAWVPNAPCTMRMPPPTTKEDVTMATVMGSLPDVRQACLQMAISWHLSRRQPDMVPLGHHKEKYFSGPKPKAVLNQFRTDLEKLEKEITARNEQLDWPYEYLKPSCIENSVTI
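Hydroperoxide product was detected by ferrous iron/xylenol orange as the 573 to 405 nm absorbance ratio. Arachidonic acid at 40 uM (final) was turned over for 30 min at room temperature by 150 nM human 12hLO, pH 7.0 Hepes buffer, after 15 min compound preincubation.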
Vif-APOBEC3G blk – qHTS for Inhibitors of Vif-A3G Interactions: qHTS; HeLa A3G-eYFP + Vif (tagged APOBEC3G with the HIV-1 protein that degrades it), YFP fluorescence, overnight; Potency, µM (titrated, usually from 46.1 µM), for the others: at the highest dose activity, negative = active, usual class: inhibitors; 410,000 tested, 0.076% active; AID 602310, 2012; DNA dC->dU-editing enzyme APOBEC-3G (Homo sapiens), Q9HC16;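 note: % is set by controls: 0 for no effect and ±100 for the full control effect; nearly all actives have a fitted effect of over 60% in size; hits raise eYFP signal because A3G escapes Vif-driven loss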
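Read-out is eYFP fluorescence (Ex 488/Em 500-530) from Vif-expressing HeLa A3G-eYFP cells; more signal means A3G escaped Vif-mediated degradation. Cells plated overnight, compound pinned in, incubated overnight at 37 deg C.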
RGS4 inhibitor – Inhibitors of Regulator of G Protein Signaling (RGS) 4: qHTS | Transcreener GDP fluorescence polarization, RGS4-accelerated GTP hydrolysis | AID 504845, 2011 | Potency, µM (doses to about 114 µM), without a hit: at the top dose activity change, negative = inhibition, usual class: inhibitors | 390,000 tested, 0.039% active | Regulator of G-protein signaling 4 (Homo sapiens), P49798; note: % is set by controls: 0 for no effect and ±100 for the full control effect; nearly all actives have a fitted effect of over 75% in size; some results filed as inactive show a strong effect at the top dose
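MLSMR compounds (23 nl, pin-transferred) preincubated 10 min at room temperature with a 500nM (2x) first reagent, then RGS4 at 900nM (2x) plus Transcreener GDP mix added; fluorescence polarization (620/688 nm) read before and after 90 min at 30 °C.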
RXFP1 agonist – qHTS Assay for Agonists of the Relaxin Receptor RXFP1 | HEK293T-RXFP1 cAMP TR-FRET, 30 min; response scale: percent of porcine relaxin response, buffer zero | Relaxin receptor 1 (Homo sapiens), Q9HBX9 | 370,000 tested, 0.3% active | Potency, µM (titrated, usually from 57.5 µM), inactives show top-dose activation, usual class: activators; note: % is set by controls: 0 for no effect and ±100 for the full control effect; nearly all actives have a fitted effect of over 60% in size; many of its hits are not listed in these tables
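cAMP rise read by TR-FRET after 30 min, 37C compound exposure (up to 58 uM) in RXFP1-transfected HEK293 cells with Ro 20174 present. EC50 from Hill-equation fits, with 29 nM porcine relaxin as 100% and buffer as basal.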
TrxR1 substrate – qHTS Assay for Substrates of Mammalian Selenoprotein Thioredoxin Reductase 1 (TrxR1): qHTS. AID 588456, 2011. purified TrxR1 substrate turnover, NADPH consumption readout. Thioredoxin reductase 1, cytoplasmic (Rattus norvegicus), O89049. 390,000 tested, 0.01% active. Potency, µM (doses to about 114 µM), inactives show top-dose activity change, negative = substrate turnover; note: % is set by controls: 0 for no effect and ±100 for the full control effect; nearly all actives have a fitted effect of over 50% in size
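Rat TrxR1, dispensed at 90 nM, was prereduced with 400 uM NADPH (final) for 5 min at ~22 deg C, then incubated with compound 15 min before 400 uM selenite. A first-read NADPH fluorescence drop versus no-compound background flagged substrates.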
rTrxR1 inhibitor – qHTS Assay for Inhibitors of Mammalian Selenoprotein Thioredoxin Reductase 1 (TrxR1): qHTS; Thioredoxin reductase 1, cytoplasmic (Rattus norvegicus), O89049; Potency, µM (titrated, usually from 114 µM), for the others: at the highest dose activity change, negative = inhibition, hits mostly inhibitors; 390,000 tested, 1% active; recombinant rTrxR1, NADPH fluorescence consumption, selenite substrate; note: % is set by controls: 0 for no effect and ±100 for the full control effect; nearly all actives have a fitted effect of over 65% in size
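Rat TrxR1 (90 nM in the dispensed reagent) was pre-reduced with 400 uM NADPH for 5 min at room temperature, then incubated with compound for 15 min. After 400 uM selenite was added, NADPH fluorescence (Ex 340/Em 450 nm) was followed for 8 min.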
Vif-APOBEC3F blk – qHTS for Inhibitors of Vif-A3F Interactions: qHTS | AID 602313, 2012 | HeLa A3F-eYFP + Vif (tagged APOBEC3F with the HIV-1 protein that degrades it), YFP fluorescence increase | Potency, µM (highest dose often 46.1 µM), for the others: at the top dose activity, negative = active | 390,000 tested, 0.2% active; note: % of control where 0% means no effect; nearly all actives have a fitted effect of over 65% in size
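Fluorescence increase (Ex 488/Em 500-530) after overnight compound treatment at 37 deg C flags inhibition of Vif-driven A3F-eYFP loss in stable HeLa A3F-eYFP/Vif cells seeded overnight beforehand.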
USP1 inh – Inhibitors of USP1/UAF1: Primary Screen; Ubiquitin carboxyl-terminal hydrolase 1 (Homo sapiens), O94782; recombinant USP1/UAF1, Ub-Rhodamine cleavage fluorescence; Potency, µM (doses to about 57.1 µM), without a hit: at the highest dose activity change, negative = inhibition, hits mostly inhibitors; 390,000 tested, 0.23% active; AID 743255, 2014; note: % is set by controls: 0 for no effect and ±100 for the full control effect; nearly all actives have a fitted effect of over 60% in size; inactives centre near -12
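In this screen, compounds sit with the deubiquitinase complex (1nM) for 15 min at room temperature before Ub-Rho is added at 150nM final. Fluorescence rise is then followed for 6 reads every 60 seconds.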
mIDH1 inhibitor – qHTS for Inhibitors of mutant isocitrate dehydrogenase 1 (IDH1): qHTS; Isocitrate dehydrogenase [NADP] cytoplasmic (Homo sapiens), O75874; IDH1-R132H enzyme, NADPH consumption, diaphorase/resazurin fluorescence; Potency, µM (titrated, usually from 76.6 µM), for the others: at the highest dose activity change, negative = inhibition, most hits filed as inhibitors; 390,000 tested, 0.093% active; AID 602179, 2012; note: % is set by controls: 0 for no effect and ±100 for the full control effect; nearly all actives have a fitted effect of over 65% in size
Target sequence (O75874 whole entry R132H, stated change not applied): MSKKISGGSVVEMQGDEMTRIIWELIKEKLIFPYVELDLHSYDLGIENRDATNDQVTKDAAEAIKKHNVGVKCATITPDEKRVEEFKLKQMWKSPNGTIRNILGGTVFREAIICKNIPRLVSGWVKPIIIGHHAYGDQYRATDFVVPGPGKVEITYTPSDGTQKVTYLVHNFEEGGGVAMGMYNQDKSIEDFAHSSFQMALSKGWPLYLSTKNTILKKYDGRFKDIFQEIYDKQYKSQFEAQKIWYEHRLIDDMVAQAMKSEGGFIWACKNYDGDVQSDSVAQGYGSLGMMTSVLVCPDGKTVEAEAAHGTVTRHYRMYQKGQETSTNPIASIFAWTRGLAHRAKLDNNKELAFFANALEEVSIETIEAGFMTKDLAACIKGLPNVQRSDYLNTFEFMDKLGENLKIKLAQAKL
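IDH1-R132H (0.5 ug/mL) preincubated 30 min with compound, then NADPH (0.016 mM) and alpha-KG (2 mM) added; 80 min at RT, pH 7.5. Remaining NADPH coupled via diaphorase/resazurin to fluorescence (540/590 nm); concentration-response curves normalized to no-enzyme control.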
* = called active by the depositor; ? = inconclusive; · = no result given; & = joins results of further samples; [ ] = another dose, or the depositor's remark. Calls come from the whole dose curve; as a rule, active = well fitted curve in the direction sought with a large enough effect; inconclusive = small, poorly fitted or top-dose-only effect, or another doubt; inactive = no such curve, though single readings can be large; an effect the other way counts as inactive or inconclusive. Potency is the fitted concentration of half-maximal effect. The list is partial, so the mix of outcomes need not match the whole.

Molecule,mIDH1 inhibitor,RGS4 inhibitor,USP1 inh,ALOX12 inh,Vif-APOBEC3F blk,TrxR1 substrate,Vif-APOBEC3G blk,rTrxR1 inhibitor,RXFP1 agonist
Cc1ccccc1C(=O)Nc1ccccc1C(=O)NCc1ccccc1,2%,-7%,-28%,-23%,0%,2%,1%,20%,1.5%
O=C(COc1ccc(F)cc1)NNC(=O)c1cc2ccccc2oc1=O,21%,-10%,-9%,7%,-1%,4%[57.1 µM],0%,-1%[57.1 µM],2.8%
CCOC(=O)Cc1nnc(NC(=O)CSc2nnc3c4ccccc4n(C)c3n2)s1,6%,-41%,-20%,3%,-5%,6%,-1%,14%,21%
COc1ccc(C2=NCCNC(C(F)(F)F)=C2)cc1,0%,5%,-28%,6%,12%,-10%,6%,-5%[57.1 µM],1.9%
CCCCC1=C([O-])C2N=CC=CC2=[N+](c2ccccn2)C1=O (stereo not given),1%,-6%,-12%,1%,4%,-4%,-1%,-8%,1.0%
COc1ccc(/C=N/NC(=O)Cc2ccc(Cl)cc2)cc1OC,1%,1%,8%,1%,8%,0%[57.1 µM],2%,8%[57.1 µM],0.3%
CSc1ccccc1NC(=O)CN(C)CC(=O)Nc1ccccc1C(F)(F)F,4%,-7%,-19%,19%,13%,6%[57.1 µM],-3%,23%[57.1 µM],0.0%
CC(=NNc1ccccc1)C(C)=NNc1ccccc1,5%,21%,-3%,40µM*,-6%,10%[57.1 µM],3%,-6%[11.4 µM],·
CCn1cc(/C=C/C(=O)NCc2c(C)nn(C)c2C)cn1,9%,12%,-6%,-10%,-14%,16%,2%,28%,-3.6%
Cc1cc(C2(c3ccc(O)c(C)c3)C(=O)N(C)c3ccc(Br)cc32)ccc1O,?,1%,-18%,?,-12%,-7%,-12%,14%,·
O=C(Cn1nc(Cc2cccnc2)c2ccccc2c1=O)Nc1ccc2c(c1)OCO2,14%,-29%,-19%,26%[57.4 µM],3%,9%[57.1 µM],-2%,3%[57.1 µM],3.6%
CSc1ccc(C2CC(=O)Nc3c2c(=O)n(C)c(=O)n3C)cc1 (stereo not given),-9%,-5%[11.4 µM],-27%,4%,-6%,-1%,1%,7%,4.2%
C#CCN(N(C)c1ncc(C(F)(F)F)cc1Cl)S(=O)(=O)c1ccc2ccccc2c1,7%,?,-22%,0%,-6%,-9%,0%,0%,-1.4%
CCOc1ccc(C(=O)N(Cc2ccc(OC)cc2)Cc2cc3cc(OC)ccc3[nH]c2=O)cc1,1%,20%,-12%,-14%,-5%,18%,0%,18%,0.8%
CCC(C)NC(=O)c1nn(-c2ccc(C)cc2)nc1CO (stereo not given),-8%,-8%,-21%,-14%,-6%,19%,7%,23%,0.8%
CC(C)(C)NC(=O)c1nn(Cc2ccccc2)c(=O)c2ccccc12,0%,-9%,-15%,1%,-4%,-2%,-7%,8%[57.1 µM],-2.1%
O=S(=O)(NCC1CN(S(=O)(=O)c2c(F)cccc2F)C1)c1ccc2c(c1)OCCO2,·,1%,·,12%,1%,2%,5%,18%,-0.7%
COc1ccc(N2CCN(S(=O)(=O)c3c(C)nc4sc(C)cn4c3=O)CC2)cc1,-9%,-4%,-19%,-24%,1%,2%,2%,21%,4.2%
CCOC(=O)c1c(NC(=O)c2ccc(C)cc2)sc2c1CC(C)(C)OC2,3%,?,-29%,-17%,-15%,2%[57.1 µM],-8%,25%[57.1 µM],0.0%
CCc1cc(C(=O)OC)c(NC(=O)CC2Nc3cc(C)c(C)cc3NC2=O)s1 (stereo not given),9%,-3%,-27%,15%,?,-1%,0%,3%,-0.8%
COc1ccc(C2CC(c3cccs3)=NN2c2ccc(F)cc2)cc1OC (stereo not given),5%,8%,-5%,?,7%,91%[activator],1%,9%,23%
COc1ccc(Cl)cc1S(=O)(=O)Nc1noc2ccccc12,0%,20%,-7%,0%,-9%,-14%,-1%,3%[57.1 µM],1.1%
COc1ccc(OC)c(CCNC(=O)CCCC(=O)n2ncc3cc(C)ccc32)c1,10%,-3%,-16%,21%,5%,3%[57.1 µM],1%,10%[57.1 µM],10%
Cn1nc(C(=O)OCC(=O)Nc2ccc(C(N)=O)cc2)c2ccccc2c1=O,7%,-3%,-11%,-21%&-14%,11%,-2%,-7%,-8%,·
COc1ccc(S(=O)(=O)Cc2ccc(C(=O)N3CCN(c4ccccn4)CC3)o2)cc1,-3%,5%,-17%,·,-5%,-1%,3%,9%,0.6%
N#Cc1cccnc1N1CCN(C(=O)c2cccc3c2C(=O)c2ccc(Cl)cc2S3(=O)=O)CC1,2%,4%,-26%,?,-2%,-7%[57.1 µM],-7%,6%[57.1 µM],4.8%
Clc1ccc(COc2ccccn2)c(Cl)c1,1%,26%,3%,?,-3%,-8%,1%,10%,1.6%
Cc1c(S(=O)(=O)NC2CCCCC2)c(=O)n(C)c(=O)n1C,8%,-22%,-12%,3%,1%,4%[57.1 µM],2%,8%[57.1 µM],0.5%
Cc1cc(-c2nnc(SCC(=O)Nc3ccc(F)cc3F)n2N)n[nH]1,-9%,35%[11.4 µM],-7%,1%,-2%,7%,5%,35%,-0.3%
CCCn1c(SCC(=O)c2cc(OC)ccc2OC)nnc1-c1ccco1,11%,-40%,2%,-9%,3%,-7%,4%,?,1.8%
c1ccc(-c2ccccc2OCCOCCN2CCc3ccccc3C2)cc1,5%,-9%,-28%,-5%,-8%,6%,0%,29%,6.9%
O=C(Nc1cccc(C(=O)N2CCCCC2)c1)c1ccccc1,11%,2%,-30%,0%,1%,7%,-3%,15%,·
C=C(C)CNC(=S)NNC(=O)CCn1c2ccc(Cl)cc2c2cc(Cl)ccc21,-2%,-36%,-4%,32µM*,5%,-12%,-4%,-5%,-0.9%
COc1cc2ncnc(NCc3ccc(C)cc3)c2cc1OC,-3%,-25%[11.4 µM],-18%,-3%,-7%,-5%[57.1 µM],3%,10%[57.1 µM],0.4%
CN(CC1CCCN(CCc2cccc(C(F)(F)F)c2)C1)C(=O)c1ccco1 (stereo not given),11%,18%,-3%,?,-9%,4%,4%,6%,-1.8%
COc1cccc(N(CC(=O)NC2CCCC2)C(=O)CCCC(=O)Nc2ccccn2)c1,0%,4%,-20%,0%,-25%,4%[0.0914 µM],-3%,15%[57.1 µM],-3.6%
O=[N+]([O-])c1ccccc1/C=N/n1c(C2CCCCC2)n[nH]c1=S,-8%,?,-25%,?,-16%,-5%,-20%,?,-0.3%
CC(C)C(=O)Nc1nnc(SCC(=O)NCc2ccco2)s1,-3%,13%,-13%,-17%,-11%,7%,-4%,2%[57.1 µM],1.3%
O=C(CN(C(=O)C1CSC(=O)C1)c1ccc(F)cc1)NCc1ccc2c(c1)OCO2 (stereo not given),19%,-6%,-10%,?,-8%,9%[0.0914 µM],0%,19%[57.1 µM],2.8%
COc1ccc(CN2CNc3c(c(=O)n(C)c(=O)n3C)C2)cc1,1%,15%,-5%,-15%,4%,3%,-1%,0%,1.9%
O=C(COC(=O)C12CC3CC(CC(O)(C3)C1)C2)NCc1ccco1,·,2%,·,·,·,9%,1%,5%,·
CC(C)(C)S(=O)N1Cc2cn(Cc3ccccc3)c(=O)cc2[C@H]1CCO (stereo not given in full),-18%,13%,-9%,-1%,3%,14%,-4%,9%,·
CN(C(=O)COC(=O)Cn1cnc2c1c(=O)n(C)c(=O)n2C)C1(C#N)CCCCC1,-4%,13%,-10%,21%,-8%,-3%,-2%,7%,?
Cc1cccc(N=Nc2c(C)c(C#N)c(O)[nH]c2=O)c1,11%,-3%,?,-10%,-1%,0%[57.1 µM],9%,3%[57.1 µM],6.3%
Cc1ccc(CNC(=O)CCc2c(C)nc3ncnn3c2C)cc1,9%,-4%,-19%,-3%,-2%,4%,4%,4%,4.1%

2 records picked at random from the list so far:
Molecule,mIDH1 inhibitor,RGS4 inhibitor,USP1 inh,ALOX12 inh,Vif-APOBEC3F blk,TrxR1 substrate,Vif-APOBEC3G blk,rTrxR1 inhibitor,RXFP1 agonist
O=C(CN(C(=O)C1CSC(=O)C1)c1ccc(F)cc1)NCc1ccc2c(c1)OCO2 (stereo not given),19%,-6%,-10%,?,-8%,9%[0.0914 µM],0%,19%[57.1 µM],2.8%
CCC(C)NC(=O)c1nn(-c2ccc(C)cc2)nc1CO (stereo not given),-8%,-8%,-21%,-14%,-6%,19%,7%,23%,0.8%
